# CendR NRP1 mod = modulators of CendR peptide binding to NRP-1, primary screen, biochemical, fluorescence polarization, uHTS; FAM-RPARPAR peptide binding to NRP-1; 360,000 compounds, 0.85% hits; inhibition, % at 25 µM; AID 602438, 2012; Neuropilin-1 (Homo sapiens), O14786;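 active = inhibition or corrected inhibition above about 18%, plus a signal ratio from 0.5 to 1.5, limit read from the data, passing the limit was not always enough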; also: strong numbers were not always called active
# Scp-1 inhibitor = Scp-1 phosphatase inhibitors, primary screen, biochemical, colorimetric, uHTS | Carboxy-terminal domain RNA polymerase II polypeptide A small phosphatase 1 (Homo … | inhibition, % at 20 µM | Recombinant Scp1, phosphopeptide, malachite green phosphate absorbance | 340,000 compounds, 0.88% hits;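 active = inhibition above about 50% at 20 µM, limit read from the data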;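 also: plate controls were DMSO wells with enzyme for no effect and wells lacking enzyme for full effect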
# Target sequence (Q9GZU7 76-261 limits assumed): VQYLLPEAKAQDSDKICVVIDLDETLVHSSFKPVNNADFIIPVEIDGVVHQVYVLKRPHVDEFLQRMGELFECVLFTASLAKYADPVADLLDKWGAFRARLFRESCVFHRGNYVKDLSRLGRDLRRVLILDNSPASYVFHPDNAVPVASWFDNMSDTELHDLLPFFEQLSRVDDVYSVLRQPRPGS
#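 Incubation: 45 min enzyme reaction at room temperature / System: truncated SCP-1 phosphatase (76-261aa) / Reagent: Phospho 17-mer peptide substrate / Buffer or medium: Acidic Tris acetate buffer with magnesium and detergent / Signal: absorbance at 630 nm / Doses: one concentration, 20 µM, with 1.0% DMSO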
# STEP inh = STEP phosphatase inhibitors, primary screen, biochemical, fluorescence intensity, uHTS; inhibition, % at 20 µM; Tyrosine-protein phosphatase non-receptor type 5 (Homo sapiens), P54829; recombinant STEP, OMFP fluorogenic substrate; AID 588621, 2011; 360,000 compounds, 0.25% hits;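 active = inhibition at 20 µM, scaled per plate between control wells, above about 37%, limit read from the data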;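 also: 0% = DMSO with enzyme and substrate and 100% = substrate only without enzyme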
#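 Measure: Control-normalized % inhibition with plate pattern correction | Test system: STEP phosphatase, cell-free reaction | Medium: pH 6.0 Bis-Tris with DTT and Tween 20 | Technique: Fluorescence, 480/540 nm | Times: Reaction 20 min, ambient temperature | Doses: Single compound dose of 20 µM, 1% DMSO final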
# DNMT1 block = human DNMT1 methyltransferase inhibitors, primary screen, biochemical, molecular beacon, fluorescence, HinP1I cleavage, uHTS. DNA (cytosine-5)-methyltransferase 1 (Homo sapiens), P26358. inhibition (reported as % activation of signal), % at 10 µM. 360,000 compounds, 0.83% hits; in the data active = inhibition above about 50%
# SKN-1 inh = suppressors of acrylamide-induced Pgst-4::GFP reporter in worms, primary screen, SKN-1 inhibitor project, whole organism, uHTS, GFP/RFP fluorescence ratio, strain VP596. inhibition, % at 21.8 µM. C. elegans VP596 Pgst-4::GFP/RFP ratio, 24 h. 360,000 compounds, 0.49% hits;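 active = interference check ratio from 0.5 to 1.5 plus GFP to RFP signal ratio inhibition reaching or exceeding a fixed threshold, cut at about 30% in these data, passing the limit was not always enough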; also: some compounds called inactive have numbers as strong as hits
# Rpn11 block = Rpn11 (PSMD14) deubiquitinase inhibitors, primary screen, biochemical, fluorescence polarization, uHTS. 26S proteasome non-ATPase regulatory subunit 14 (Homo sapiens), O00487. human 26S proteasome, Ub4-pepOG fluorescence polarization; 20S core pre-blocked with epoxomicin. calls only at 20 µM. 360,000 compounds, 0.59% hits. AID 588493, 2011;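 active = inhibition at 20 µM, scaled to each plate's controls, above about 33%, limit read from the data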
# Target sequence (O00487 whole entry, looked up): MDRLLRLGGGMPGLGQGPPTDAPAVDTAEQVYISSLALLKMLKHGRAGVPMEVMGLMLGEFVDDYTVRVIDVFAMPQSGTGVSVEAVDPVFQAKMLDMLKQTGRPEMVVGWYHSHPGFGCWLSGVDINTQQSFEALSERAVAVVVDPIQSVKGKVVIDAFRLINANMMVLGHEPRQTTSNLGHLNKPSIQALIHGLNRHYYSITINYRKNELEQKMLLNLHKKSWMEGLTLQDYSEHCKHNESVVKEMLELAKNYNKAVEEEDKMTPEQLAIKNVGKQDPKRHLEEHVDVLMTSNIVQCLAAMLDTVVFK
# MT1-MMP act inh = blockers of MT1-MMP proenzyme processing, primary screen, HT1080 RFP-PRO-GFP cells, GFP/RFP fluorescence; GFP/RFP ratio change, % at 20 µM; 360,000 compounds, 0.061% hits; Matrix metalloproteinase-14 (Homo sapiens), P50281; GFP/RFP ratio fluorescence, overnight; percent of plate control window, DMSO zero;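 active = GFP/RFP ratio change of at least 30% with cell ATP level not reduced by more than half and red fluorescence within 50% of control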; also: strong numbers were not always called active
#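 Compound: 20 µM single dose, 1% DMSO / System: HT1080 RFP-PRO-GFP cells / Controls: DMSO and RFP-L50D-GFP cell wells / Read-out basis: GFP/RFP fluorescence ratio / Schedule: overnight compound exposure at 37 °C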
# NadD inh = inhibitors of S. aureus NadD, primary screen, biochemical, colorimetric, uHTS. Nicotinate-nucleotide adenylyltransferase NadD (Staphylococcus aureus N315). purified NadD enzyme, colorimetric absorbance read-out. inhibition, % at 20 µM. 360,000 compounds, 0.78% hits; in the data active = inhibition above about 26%; also: some compounds past the cut are filed as inactive
# SUMO1 PPI mod = modulators of SUMO1 protein-protein interactions, primary screen, biochemical, uHTS | Small ubiquitin-related modifier 1 (Homo sapiens), P63165 | SUMO1 binding to a labelled peptide, TR-FRET, 1 h | inhibition, % at 20 µM | 360,000 compounds, 0.33% hits | AID 602429, 2012; in the data active = inhibition above about 37%
# Target sequence (P63165 whole entry, looked up): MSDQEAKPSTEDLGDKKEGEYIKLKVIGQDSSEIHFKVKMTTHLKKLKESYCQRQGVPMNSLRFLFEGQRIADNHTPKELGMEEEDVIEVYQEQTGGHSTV
# LMPTP block = LMPTP phosphatase inhibitors, primary screen, biochemical, fluorescence intensity, uHTS | recombinant LMPTP-A, OMFP fluorogenic substrate | inhibition, % at 20 µM | 360,000 compounds, 0.22% hits | AID 651560, 2012;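 active = compounds that cut the enzyme signal by at least half of the control window in the single-dose screen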;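 also: plate controls were DMSO wells with enzyme plus substrate for no effect and substrate without enzyme for full effect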
# Target sequence (P24666 whole entry, looked up): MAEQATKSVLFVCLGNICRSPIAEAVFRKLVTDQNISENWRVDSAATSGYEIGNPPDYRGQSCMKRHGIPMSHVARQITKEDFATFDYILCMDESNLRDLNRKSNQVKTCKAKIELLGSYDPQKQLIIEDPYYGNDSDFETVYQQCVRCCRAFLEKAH
#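 Material: LMPTP-A; amount: 0.625 nM enzyme; doses: single 20 µM dose; times: reaction 50 min, room temperature, dark; technique: fluorescence intensity of OMFP turnover product; benchmarks: no-enzyme and uninhibited controls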
# * hit, by the source's call; i = inactive; / = no result given.
SMILES,CendR NRP1 mod,Scp-1 inhibitor,STEP inh,DNMT1 block,SKN-1 inh,Rpn11 block,MT1-MMP act inh,NadD inh,SUMO1 PPI mod,LMPTP block
CC(C)CN(C(=O)COC(=O)COc1ccc2c(c1)CCC2)c1c(N)n(Cc2ccccc2)c(=O)[nH]c1=O,3,-4,1,19,-1,i,-1,9,9,-3.1
c1csc(-c2nnc3ccccn23)c1,4,-7,-1,0,5,i,0,0,-4,-0.2
NS(=O)(=O)c1ccc(NC(=S)NC2CC2)cc1,2,-5,0,1,-7,i,-1,7,4,-0.8
O=Cc1ccc(-c2ccccc2OC(F)(F)F)o1,14,-8,-1,6,2,i,-3,-5,-10,-0.3
Nc1cc2nn(-c3ccccc3)nc2cc1Cl,-7,3,1,-21,18,i,-3,6,-8,5.9
COc1cc(S(=O)(=O)NCc2ccccn2)ccc1Cl,6,-7,0,0,-10,i,-3,-1,2,0.1
CCOC(=O)c1ccc(Oc2c(C)oc3c(CN4CCN(C)CC4)c(O)ccc3c2=O)cc1,1,1,-4,-2,-8,i,-2,-1,1,-2.1
Cc1ccc(NC(=O)C(=O)NCC2CCCO2)cc1 (configuration not stated),-6,3,-2,0,7,i,1,2,-4,-1.1
COc1cc2cc(CCCOC(=O)CCCC(=O)O)oc(=O)c2cc1OC,-6,-3,0,0,0,i,4,-3,3,0.2
O=C(CSc1nnc(-c2ccc(C(F)(F)F)cn2)s1)c1ccccc1,1,-6,3,2,2,i,3,12,2,-1.5
NS(=O)(=O)c1ccc(N2N=C(c3ccccc3)CC2c2ccc(F)cc2)cc1 (configuration not stated),5,-4,16,-13,19,i,-7,11,-6,4.9
Cc1ccc(CN(Cc2cccnc2)C(=S)Nc2cccc(Cl)c2C)cc1,3,-10,3,1,11,i,-7,0,4,0.9
COc1ccc(Cn2cc(F)c(=O)n(CCC(C)C)c2=O)cc1[N+](=O)[O-],10,-2,4,-4,-3,i,2,-2,-16,-0.6
CC1=NN(c2ccccc2)C(=O)C1C(=O)c1cc([N+](=O)[O-])cc([N+](=O)[O-])c1 (configuration not stated),-10,-5,1,-6,-10,i,4,4,-22,-0.3
O=Cc1ccccc1OS(=O)(=O)c1ccccc1,-14,-5,-1,0,-1,i,3,-4,4,-0.3
CCN(CC(=O)NCc1ccc(Cl)cc1)C(=O)C(C)Sc1ccccc1 (configuration not stated),2,-10,0,-1,-5,i,0,-1,-12,-8.7
O=C(NCCc1ccccc1)C1CCN(C(=O)c2ccc([N+](=O)[O-])cc2)CC1,-3,-1,-2,7,-1,i,-2,-5,-24,-0.8
COc1ccccc1NC(=O)c1ccc(S(=O)(=O)N(C)c2ccccc2OC)cc1,-18,-9,2,0,2,i,35*,-15,-1,0.5
CCOC(=O)/C=C/C(=O)Nc1nccs1,4,-7,-2,-1,-3,i,2,5,0,-3.8
Cc1cccc(-n2nnc(C(=O)NC3CCCc4ccccc43)c2N)c1 (configuration not stated),12,-11,-1,-8,8,i,-8,-6,-1,2.4
CC(C)c1ccc(OCC(=O)NCc2ccco2)cc1,9,25,-3,2,13,i,1,2,-2,-1.5
Cc1ccc(NC(=O)CCn2c(=O)[nH]c3ccsc3c2=O)cc1C,22,-5,-3,2,3,i,3,-4,7,4.7
O=C(CN1CCN(C(=O)CNC(=O)c2ccc(N3CCCC3=O)cc2)CC1)Nc1cccc(F)c1,-1,/,-1,2,1,i,2,1,-2,1.2
CN(C)S(=O)(=O)c1cc(NC(=O)COC(=O)CCSc2ccc(Cl)cc2)ccc1Cl,15,-12,0,-10,8,i,4,-7,-4,2.6
COc1ccc(Cn2c(=O)cc(N)n(-c3ccccc3C)c2=O)cc1,-3,-18,-5,5,7,i,-2,-8,-1,1.5

# An excerpt of these results, with two lines to a compound:
# Order of results – CendR NRP1 mod | Scp-1 inhibitor | STEP inh | DNMT1 block | SKN-1 inh | Rpn11 block | MT1-MMP act inh | NadD inh | SUMO1 PPI mod | LMPTP block
- O=C(NCCc1ccccc1)C1CCN(C(=O)c2ccc([N+](=O)[O-])cc2)CC1
→ -3 | -1 | -2 | 7 | -1 | i | -2 | -5 | -24 | -0.8
- COc1ccccc1NC(=O)c1ccc(S(=O)(=O)N(C)c2ccccc2OC)cc1
→ -18 | -9 | 2 | 0 | 2 | i | 35* | -15 | -1 | 0.5
- CCOC(=O)/C=C/C(=O)Nc1nccs1
→ 4 | -7 | -2 | -1 | -3 | i | 2 | 5 | 0 | -3.8
- Cc1cccc(-n2nnc(C(=O)NC3CCCc4ccccc43)c2N)c1 (configuration not stated)
→ 12 | -11 | -1 | -8 | 8 | i | -8 | -6 | -1 | 2.4
- CC(C)c1ccc(OCC(=O)NCc2ccco2)cc1
→ 9 | 25 | -3 | 2 | 13 | i | 1 | 2 | -2 | -1.5
- Cc1ccc(NC(=O)CCn2c(=O)[nH]c3ccsc3c2=O)cc1C
→ 22 | -5 | -3 | 2 | 3 | i | 3 | -4 | 7 | 4.7

# As entered above.
# `CC1=NN(c2ccccc2)C(=O)C1C(=O)c1cc([N+](=O)[O-])cc([N+](=O)[O-])c1` (configuration not stated) @ LMPTP block = -0.3
# `c1csc(-c2nnc3ccccn23)c1` @ NadD inh = 0

# Continued.
SMILES,CendR NRP1 mod,Scp-1 inhibitor,STEP inh,DNMT1 block,SKN-1 inh,Rpn11 block,MT1-MMP act inh,NadD inh,SUMO1 PPI mod,LMPTP block
Cc1ccc(C(=O)OCC(=O)N(C)C2CCS(=O)(=O)C2)cc1[N+](=O)[O-] (configuration not stated),6,-11,-2,1,5,i,-5,-6,-11,-2.6
CCCS(=O)(=O)Nc1cccc(-c2ccc3nnc(C)n3n2)c1,1,-9,1,0,1,i,9,6,-11,0.3
O=C(Cn1cnc2c(nnn2Cc2ccc(F)cc2)c1=O)OCc1ccccc1,-1,-1,3,-2,-9,i,4,-10,-1,-0.6
CCOC(=O)C1CCCN(c2c(NCCc3ccc(C)cc3)c(=O)c2=O)C1 (configuration not stated),-3,-4,-1,0,4,i,1,-2,0,-1.0
COc1ccc(NC(=O)COC(=O)c2ccc3c(c2)OCO3)c(OC)c1,6,25,1,2,5,i,2,4,5,2.8
CCOC(=O)c1[nH]ncc1[C@@H]1C[C@H]2CN(Cc3cccc(Cl)c3)C(=O)[C@]23CCCN13,1,-4,-1,-1,-11,i,-6,-2,3,0.6
N/C(=N\OC(=O)c1ccc([N+](=O)[O-])cc1)c1ccc(Br)cc1,7,3,-2,6,13,i,5,-2,-16,-1.8
CSCCC(NS(=O)(=O)c1ccc(C)c(C(=O)O)c1)C(=O)O (configuration not stated),8,29,4,13,-7,i,3,1,4,0.4
Cc1ccccc1-c1cc2nc(NCCN3CCCC3)n(C)c(=O)c2s1,2,/,0,-10,6,i,4,3,-25,0.7
C=CC[C@@H](Cc1ccc(F)cc1)C(=O)OC[C@H]1CCCN1C(=O)[C@@H](CC=C)CC(=O)N[C@H](CO)Cc1ccccc1,13,4,-1,3,-16,i,4,-2,4,0.4
COc1ccc(N2CCN(C(=O)NCc3ccc(OC)c(Cl)c3)CC2)cc1,6,4,-1,-1,-11,i,1,-3,-2,-1.3
CC1CCN(C(=O)COC(=O)C(C)N2C(=O)c3ccccc3C2=O)CC1 (configuration not stated),0,-4,-1,1,5,i,-3,6,10,-0.3
CCN1CCN(c2nc(C)c3c(n2)CCCC3=O)CC1,-16,-4,2,2,5,i,-16,-4,-1,-1.5
COCCCNc1nc2ccccc2nc1NS(=O)(=O)c1ccc(F)cc1,5,55*,-1,3,11,i,2,0,4,-1.7
Cc1sc2c(c1C)c(=O)n(-c1cccc(C(F)(F)F)c1)c(=O)n2CC(=O)NCc1ccco1,9,0,1,24,14,i,0,-1,-1,0.5
COc1ccc(NC2CCCN(C(=O)c3ccc4nccnc4c3)C2)cc1OC (configuration not stated),-4,-9,2,-1,23,i,-1,-1,-9,10
O=C1OCCC1Sc1nc2ccccc2c(=O)n1-c1ccc(F)cc1 (configuration not stated),14,-6,-3,-2,9,i,1,-7,2,0.0
CCCCCC(=O)Nc1ccccc1N1CCOCC1,-6,-7,11,8,-11,i,0,0,2,-0.7
COC(=O)COc1ccc(Oc2nc(SC)nc(N(C)C)n2)nn1,6,-3,2,0,1,i,3,-2,1,-2.3
COc1ccc(/C=N/NC(=O)c2ccc(COc3ccccc3Cl)o2)c(OC)c1C,-3,-11,-3,35,0,i,5,1,0,-1.8
COc1cc(NC(=O)c2cc([N+](=O)[O-])ccc2NC(=O)CN2CCN(c3ccccn3)CC2)cc(OC)c1,9,3,1,-9,3,i,5,2,-10,3.5
O=C1/C(=C/c2ccccc2F)SC(=S)N1CCC(=O)N1CCCCC1CCO (configuration not stated),-3,-16,0,1,-3,i,-4,5,-31,1.4

# From PubChem
